Screening data deposited in PubChem BioAssay by Sanford-Burnham Center for Chemical Genomics.
NOD1 inhibition: inhibition of NOD1-driven NF-kB reporter – cell-based, luminescence, uHTS, primary screen (AID 1578) | NOD1-driven NF-kB luciferase reporter cells, luminescence; higher % means a stronger effect | inhibition, % at 4 µM, or EC50 in µM where a hit was titrated | hit rate 1% among 290,000; in the data active means inhibition mostly above about 36%, no sharp cut-off; inactive means mostly below about 34%;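 further: HEK-293T reporter cells stimulated with the NOD1 agonist gamma-tri-DAP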
NOD2 inhibition: NOD2 signaling inhibitors, cell-based, luminescence, uHTS, HEK293 (AID 1566). HEK293 NOD2/NF-kB luciferase reporter, luminescence; higher % means a stronger effect. hit rate 0.63% among 290,000. inhibition, % at 4 µM, or EC50 in µM where a hit was titrated; in the data active means inhibition above about 50%; further: many of its hits are not listed in these tables
Numbers without * were called inactive.

Sequence of screens: NOD1 inhibition, NOD2 inhibition
CCn1cnc2c1c(=O)n(Cc1cccc(Br)c1)c(=O)n2Cc1ccccc1
 : 16%, 0%
COC(=O)Cn1ccc2cc(S(=O)(=O)N3CCCCCC3)ccc21
 : -20%, 8%
CCC(=O)N1CCN(c2nc3ccc(Br)cc3s2)CC1
 : -37%, 17%
Clc1cccc(CN2CCc3c([nH]c4ccccc34)C2)c1Cl
 : -2%, 11%
Cc1sc2ncnc(N(C)C3CCCCC3)c2c1C
 : -14%, -13%
O=C(COC(=O)CSc1ccccc1)NNC(=O)c1ccc([N+](=O)[O-])cc1
 : -17%, 12%
Cc1cccc(C)c1NCC(=O)N1CCN(Cc2ccccc2)CC1
 : -4%, 1%
Cc1cc(O)c(C(=O)/C=C/c2ccc(C(C)C)cc2)c(=O)o1
 : 6%, -104%
CCn1cc(S(=O)(=O)Nc2ncccn2)cn1
 : -60%, 4%
O=C(NC(=S)NCc1ccco1)c1ccc(Br)cc1
 : -34%, 6%
CCOc1ccc(S(=O)(=O)N(CC(=O)NCc2cccnc2)c2ccc(C)cc2)cc1
 : -9%, 9%
Cc1cccc(NC(=O)c2cc(-c3c(C)cc(C)cc3O)n[nH]2)c1
 : -2%, -2%
O=S(=O)(NCc1ccc(Cl)cc1Cl)c1cccs1
 : -13%, -13%
Cc1cccc(N(CC(=O)NC2CCCCC2)C(=O)CCCC(=O)Nc2ccccn2)c1C
 : 2%, -1%
CCC(C)NC(=O)c1nn(Cc2ccccc2)c(=O)c2ccccc12 (centres undefined)
 : -18%, -10%
Fc1ccc(-n2nnc(-c3ccccc3Br)n2)cc1
 : 1%, 14%
CCc1ccc(NC(=O)CSc2nncn2-c2cccnc2)cc1
 : -64%, -37%
CC(NC1CCN(Cc2ccccc2)CC1)c1ccc(F)cc1 (centres undefined)
 : 38%, -28%
COc1ccc(C)cc1NC(=O)C1CCCN(S(=O)(=O)c2cccc3cccnc23)C1 (centres undefined)
 : 11%, 10%
COc1ccc2cc(C(=O)N/N=C/c3cc(OC)c(OC)c(OC)c3)[nH]c2c1
 : 5%, 25%
COc1ccc(C)cc1NC(=O)NC(C)c1ccc2c(c1)OCO2 (centres undefined)
 : -38%, -7%
COC(=O)c1ccc(C(=S)NCC2(N(C)C)CCCCC2)cc1
 : -26%, 0%
O=S(=O)(c1ccc(Br)cc1)N1CCN(Cc2ccco2)CC1
 : -44%, -14%
COc1ccc(NC(=O)Cn2nnc(C(=O)NCc3cccs3)c2N)cc1
 : -18%, -5%
O=S(=O)(Nc1ccc(O)c(NS(=O)(=O)c2ccccc2)c1)c1ccccc1
 : 16%, 7%
O=C(Nc1ccc(C(=O)N2CCCC2)cc1)c1ccccc1Br
 : -20%, 5%
COCCNC(=O)CCn1nc(-c2ccc(C)cc2)c2ccccc2c1=O
 : 10%, 0%
CCOC(=O)N1CCN(C2CCCN(C(=O)c3cccc(N(C)C)c3)C2)CC1 (centres undefined)
 : -22%, 7%
C/C(CC(=O)Nc1ccc(N(C)C)cc1)=N\NC(=O)c1ccc(C(C)(C)C)cc1
 : -28%, -3%
CCn1c(=NC(=O)CCS(=O)(=O)c2ccccc2)sc2cccc(OC)c21
 : 4%, 47%
COc1ccc(OC)c(CCNC(=O)CCCc2nnc3n(C)c(=O)c4sccc4n23)c1
 : -24%, 0%
O=C(CSc1nccc(=O)[nH]1)NC1CCCC1
 : -2%, 13%
Cc1ccc(-n2c(N)cc(=O)nc2SCC(=O)N2CCN(c3ccccc3)CC2)cc1
 : -30%, -14%
COc1ccc(CCNC(=O)C2CCN(S(=O)(=O)c3ccc(C)cc3)CC2)cc1
 : -8%, -5%
CC(C#N)Sc1nnc(-c2ccccc2F)n1C1CC1 (centres undefined)
 : -20%, 7%
CCn1c(CN2CCN(c3ccc(OC)cc3)CC2)nc2cc(S(=O)(=O)N(C)C)ccc21
 : -13%, 18%
CC(NC(=O)Cc1ccc(NS(=O)(=O)c2cccc(C(F)(F)F)c2)cc1)c1ccccn1 (centres undefined)
 : -5%, 16%
CCOCCCNC(=O)c1ccc2c(c1)ncn2-c1cccc(C)c1
 : -10%, -116%
CCN(C(=O)c1ccco1)C1C2CC3CC(C2)CC1C3 (centres undefined)
 : -4%, -16%
Cc1c(Cl)cccc1NC(=O)CC(Cc1ccccc1)C(=O)O (centres undefined)
 : 2%, -7%
CCCNC(=O)CN1C(=O)NC(CC)(c2ccc(F)cc2)C1=O (centres undefined)
 : -43%, 10%
CCOC(=O)C(Cc1ccccc1)NC(=O)CCc1nnc2ccc(N3CCCCC3)nn12 (centres undefined)
 : 5%, 16%
CCOC(=O)c1c(S(=O)(=O)NCC(=O)N2CCN(c3ccc(F)cc3)CC2)c(C)n(C)c1C
 : -1%, 26%
Cn1c(=O)c2sc3c(c2n(CC(=O)Nc2ccccc2)c1=O)COC(C)(C)C3
 : -24%, -4%
COc1ccc(CNC(=O)CN2CCC(NC(=O)c3ccccc3C)CC2)cc1
 : -9%, -9%
CCCc1cc(C(=O)Nc2ccc(C#N)cc2)no1
 : -18%, -41%
Cc1ccc(C(=O)N2CCC(C)CC2)cc1NC1=NC2CS(=O)(=O)CC2S1 (centres undefined)
 : 4%, 17%
O=C(N=C1SC2CS(=O)(=O)CC2N1c1cccc(Cl)c1Cl)C1CCCO1 (centres undefined)
 : -22%, 4%
Cc1ccc2c(CN(C)Cc3ccc(Cl)cc3Cl)cc(=O)oc2c1
 : -23%, -11%
CN1C(=O)[C@H]2[C@@H](/C=C/c3ccccc3)N3C(=O)CN(Cc4ccccn4)C(=O)[C@@]3(C)[C@H]2C1=O
 : -29%, 4%
O=C(NN1C(=O)/C(=C/c2ccc(O)c(O)c2)SC1=S)c1ccccc1
 : 22%, 12%
COc1ccccc1CNC(=O)CC12CC3CC(CC(Br)(C3)C1)C2
 : -1%, 3%
Cc1ccccc1C(=O)Nc1ccc(S(=O)(=O)N2CC(C)OC(C)C2)cc1 (centres undefined)
 : 11%, 24%
O=C(Nc1cccc2ncccc12)c1cc([N+](=O)[O-])ccc1Cl
 : -6%, -36%
CCOc1ccccc1CNC(=O)CCc1cn(C)c2ccccc12
 : -5%, -7%
CC(C)C(NC(=O)c1ccccc1F)C(=O)NCc1ccccc1 (centres undefined)
 : 0%, -4%
Cc1sc2nc(SCCO)n(-c3ccccc3)c(=O)c2c1C
 : -10%, 19%
COc1ccccc1NC(=O)CN(C)S(=O)(=O)c1cccc2cccnc12
 : 4%, 19%
COc1ccc(CNC(=O)C2CCN(S(=O)(=O)c3ccc4c(c3)C(C)(C)C(=O)N4C)CC2)cc1
 : -14%, 6%
COCCNC(=O)CN1N=C(c2ccc(OC)cc2)CCC1=O
 : -4%, 3%

Later entries:
Sequence of screens: NOD1 inhibition, NOD2 inhibition
CC1CCCCN1CCCNc1c(C=O)c(=O)[nH]c2ccccc12 (centres undefined)
 : -14%, 2%
N#CCCSc1ccccc1NC(=O)c1cc(=O)c2ccccc2o1
 : 4%, 15%
CCN(CC)S(=O)(=O)c1ccc(C(=O)NCC(=O)N/N=C/c2ccccc2OC)cc1
 : -10%, 4%
NC1=NC(c2ccccc2C(F)(F)F)N(c2ccc(F)c(Cl)c2)C(N)=N1 (centres undefined)
 : -17%, -6%
CC(C(=O)NC1CCCCCC1)c1ccc([N+](=O)[O-])cc1 (centres undefined)
 : 35%, -4%
O=C(O)/C=C/c1cn(-c2ccccc2)nc1-c1ccccc1
 : -2%, 4%
CC(C)N1CC(C(=O)Nc2ccc(S(=O)(=O)N3CCCCC3)cc2)CC1=O (centres undefined)
 : -5%, 13%
O=C(Nc1c(F)cccc1F)C1CCN(C(=O)c2cccs2)CC1
 : -18%, -18%
Cc1cc(NS(=O)(=O)c2ccc(NC(=O)Cc3ccc([N+](=O)[O-])cc3)cc2)no1
 : -14%, 0%
COc1cc(OC)c(C(=O)OCN2C(=O)c3ccccc3C2=O)cc1OC
 : -32%, -2%
O=C(CN1CCN(c2cccc(C(F)(F)F)c2)CC1)NCc1ccccc1
 : -41%, -9%
NCCN1C(=O)S/C(=C\c2ccc3c(c2)OCO3)C1=O
 : 27%*, -28%
COc1cc(/C=C(\C#N)C(=O)Nc2ccccn2)ccc1O
 : -58%, -22%
Cc1cccc(C(=O)Nc2ccccc2C(=O)NCc2ccco2)c1
 : -21%, 18%
CCn1cc(CNC(=O)C2CCC(=O)N(Cc3ccccc3F)C2)cn1 (centres undefined)
 : -4%, 11%
CCc1ccc(S(=O)(=O)NC2CC(C)(C)NC(C)(C)C2)cc1
 : 5%, 9%
O=C(CN1CCC(NC(=O)Nc2ccc(F)cc2)CC1)Nc1ccccc1[N+](=O)[O-]
 : -6%, -5%
CCN(CC(=O)Nc1cccc(F)c1)CC(=O)Nc1ccccc1OC
 : 1%, 13%
C/C(=N/NS(=O)(=O)c1ccc(C)cc1)c1ccc2c(c1)OCO2
 : -14%, 2%
Cc1ccc(C)c(NC(=O)c2cc(S(=O)(=O)N3CCCCC3)c[nH]2)c1
 : -9%, -6%
Cc1cc(OCC(=O)NC2CC2)c2c(C)c(C)c(=O)oc2c1
 : -23%, -1%
COc1ccccc1N(CC(=O)NCc1ccc(F)cc1)C(=O)CCC(=O)Nc1nccs1
 : -8%, -7%
COc1ccc(S(=O)(=O)n2cnc3ccccc32)c(C)c1
 : -3%, 26%
CC1CCN(S(=O)(=O)c2cccc(C(=O)NCC3CCCO3)c2)CC1 (centres undefined)
 : -25%, -1%
Cn1c(=O)c2c(C(=O)O)cc(-c3ccccc3)nc2n(Cc2ccccc2)c1=O
 : 8%, 7%
CC(NC(=O)c1ccco1)C(=O)N1CCN(C(c2ccccc2)c2ccccc2)CC1 (centres undefined)
 : -19%, 19%
Cc1c([N+](=O)[O-])cc(C(=O)Nc2ccc3ncccc3c2)cc1[N+](=O)[O-]
 : -28%, 15%
CC(=O)N1c2ccc(S(=O)(=O)NCC3CCC(C(=O)NCc4ccc(C)cc4)CC3)cc2CC1C (centres undefined)
 : -14%, 37%
Cc1ccc(-n2ncc3c2CC(C)(C)CC3NC(=O)CCN2CCCCC2=O)cc1 (centres undefined)
 : 0%, 0%
N#Cc1c(SCC(=O)Nc2ccccc2C(F)(F)F)sc2c(O)cc(=O)[nH]c12
 : -5%, 4%

Reformatted as labelled records: 4 of the compounds above
Cn1c(=O)c2c(C(=O)O)cc(-c3ccccc3)nc2n(Cc2ccccc2)c1=O
  NOD1 inhibition: 8%
  NOD2 inhibition: 7%

CC(NC(=O)c1ccco1)C(=O)N1CCN(C(c2ccccc2)c2ccccc2)CC1 (centres undefined)
  NOD1 inhibition: -19%
  NOD2 inhibition: 19%

Cc1c([N+](=O)[O-])cc(C(=O)Nc2ccc3ncccc3c2)cc1[N+](=O)[O-]
  NOD1 inhibition: -28%
  NOD2 inhibition: 15%

CC(=O)N1c2ccc(S(=O)(=O)NCC3CCC(C(=O)NCc4ccc(C)cc4)CC3)cc2CC1C (centres undefined)
  NOD1 inhibition: -14%
  NOD2 inhibition: 37%

Later entries:
Sequence of screens: NOD1 inhibition, NOD2 inhibition
COc1ccc(CNC(=O)C2CCN(c3nc(-c4ccccc4)nc4c3CCC4)CC2)cc1
 : -11%, -59%
CCCCCCN1CC(=O)N2Cc3[nH]c4ccccc4c3C[C@H]2C1=O
 : -6%, 31%
Nc1ccc(-c2nc3ncccc3o2)c(O)c1
 : 1%, -32%
COc1ccc(S(=O)(=O)N2CCOCC2)cc1C(=O)N1CCCC1
 : -51%, 13%
Cc1ccc(C(=O)N/C(=C/c2ccc(Cl)cc2)C(=O)N2CCOCC2)cc1
 : -26%, 20%
CN(C)c1c(F)cc(C(=O)NC(=O)NCc2cccnc2)cc1F
 : -15%, 3%
COc1ccccc1NC(=O)CSc1nnc(C2CCCCC2)n1N
 : -22%, -2%
CCOCCCN(C(=O)c1snc(C(N)=O)c1N)C(C(=O)NC1CCCC1)c1ccc(O)cc1 (centres undefined)
 : -24%, 14%
COc1cccc(C(C)NC(=O)c2ccncc2)c1 (centres undefined)
 : -23%, -7%
CN(CC(=O)Nc1cccnc1Cl)S(=O)(=O)c1ccc(Cl)cc1
 : -17%, 1%
CCOc1ccc(-c2noc(CCC(=O)NC3CCCC3)n2)cc1OC
 : -1%, 9%
CN(C)CCNC(=O)c1ccc2c(c1)NC(=O)c1ccccc1S2
 : 3%, 7%
CC(C)C[C@H](NC(=O)N1CCn2c1nc1ccccc12)C(=O)NC1CC1
 : -26%, -9%
COc1cc(-c2cc(C(=O)Nc3cccc(C(C)=O)c3)c3ccccc3n2)cc(OC)c1OC
 : 64%*, 13%
CCOc1cccc(C2CC(=O)Nc3cc(OC)c(OC)cc32)c1 (centres undefined)
 : 13%, 32%
Cc1nnc(N2CCC(C(=O)N3CCCCCC3)CC2)c2nn(-c3ccc(Cl)cc3)c(C)c12
 : 3%, 22%
COc1ccc(CC(NC(C)=O)C(=O)NC2CCN(C(=O)c3cccc(Cl)c3)CC2)cc1OC (centres undefined)
 : -33%, 1%
O=C(NC1CCN(c2ncccn2)CC1)c1ccccc1Cl
 : 2%, 1%
CCN(Cc1ccccc1)C(=O)C(=O)c1cn(CC(=O)N2CCCC2)c2ccccc12
 : 13%, 4%
COc1ccc(N(CC(=O)NCCSc2ccccn2)S(=O)(=O)c2ccc(C)cc2)cc1OC
 : 0%, 3%
Clc1ccc(CN2CCN(c3ncccn3)CC2)c(Cl)c1
 : -3%, 29%
O=C(O)CSCC(=O)N1CCCN(c2ccc(C(F)(F)F)cn2)CC1
 : -2%, 9%
CCN(c1ccccc1)S(=O)(=O)c1nnc(NC(=O)c2ccccc2OC)s1
 : -10%, 6%
CCc1ccc(C(C)NC(=O)C2CCCC2)cc1 (centres undefined)
 : 11%, 11%
O=C(NC(=S)NCc1ccco1)c1cccc(Cl)c1
 : -16%, 12%

This is a subset, so the mix of outcomes need not match the whole.
